# Growth percent in the NCI-60 one-dose screen (48 h, 10 µM unless noted): 100 = growth as untreated, 0 = no growth, -100 = all killed.
# NCI-H460 – NCI-H460 lung cancer | 82,000 tested, 6.8% active | AID 1794736
# NCI-H23 – NCI-H23 lung cancer | 80,000 tested, 4% active | AID 1794731
# CAKI-1 – CAKI-1 renal cancer. 75,000 tested, 4.7% active. AID 1794772
# NCI-H226 – NCI-H226 lung cancer. 79,000 tested, 3.5% active. AID 1794732
# A498 – A498 renal cancer cells; 76,000 tested, 5.4% active; AID 1794774
# NCI-H522 – NCI-H522 lung cancer. 78,000 tested, 8% active
# RXF 393 – RXF 393 renal cancer cells | 77,000 tested, 6.9% active | AID 1794773
# NCI/ADR-RES – NCI/ADR-RES ovarian cells | 81,000 tested, 4.4% active | AID 1794790
# ACHN – ACHN renal cancer; 81,000 tested, 4.9% active
# * hit, by the source's call; · = no result given; & = joins results of further samples. Rule for the calls: active = growth percent below 10; inactive = the rest.
nr | Compound | NCI-H460 | A498 | NCI/ADR-RES | NCI-H23 | RXF 393 | NCI-H226 | ACHN | CAKI-1 | NCI-H522
1 | CCC(c1ccc(OS(=O)(=O)c2ccc(F)cc2)cc1)C(CC)c1ccc(OS(=O)(=O)c2ccc(F)cc2)cc1 (stereo not given) | 102 | 98 | 97 | 86 | 88 | 93 | 102 | 71 | 83
2 | COc1cc2cc(Oc3ccc(NC(=O)Nc4ccc(F)c(C(F)(F)F)c4)cc3)c(C)nc2cc1OCCN(C)C | 101 | 94 | 41 | 102 | 77 | 104 | 106 | 85 | 96
3 | O=C(/C=C/c1c(Cl)nc2sccn12)c1ccc(F)c(F)c1 | 80 | 74 | 86 | 67 | 70 | 73 | 81 | 81 | 67
4 | c1cc(OCCN2CCOCC2)ccc1CNc1ccc2nc(CCC3CCCCC3)[nH]c2c1 | 73 | 20 | 64 | 71 | 29 | 73 | 86 | 51 | 66
5 | C=C(C)CN1C(=O)c2ccccc2C1=O | 108 | 86 | 108 | 100 | 119 | 99 | 102 | 96 | 94
6 | CC1N=C(SCc2ccc(Cl)cc2)N2C(C)N=C(SCc3ccc(Cl)cc3)N12 (stereo not given) | 95 | 95 | 93 | 92 | 102 | 85 | 103 | 71 | 78
7 | NS(=O)(=O)c1ccc(Nc2ccnc(SCC(=O)c3ccc(-c4ccccc4)cc3)n2)cc1 | 110 | 115 | 106 | 99 | 101 | 100 | 103 | 88 | 86
8 | CN1CCc2c(sc3ncnc(N/N=C/c4ccc(Cl)cc4)c23)C1 | 106 | 109 | 95 | · | 80 | 92 | 101 | 86 | 94
9 | Oc1[nH]c2ccccc2c1N=Nc1ccccc1 | 99 | 108 | 106 | 95 | 104 | 83 | 93 | 94 | 111
10 | CN(C1c2ccccc2Oc2ccccc21)S(=O)(=O)c1ccc2ccccc2c1 | 91 | 77 | 77 | 67 | 81 | 91 | 88 | 61 | 67
11 | Cc1ccc(C)n1NC(=O)CN(C(C)C)C(C)C | 113 | 102 | 121 | 111 | 175 | 133 | 105 | 97 | 102
12 | CCOC(=O)C[C@@H]1C(=O)N2CC[C@@]3(C(=O)Nc4ccc(Br)cc43)[C@@H]2C[C@H]1C(=O)OCC | 103 | · | 100 | 79 | 104 | 97 | 102 | 92 | 103

# Quoted from the listing:
# compound 11 in NCI/ADR-RES has 121
# compound 9 in NCI-H522 has 111
# compound 4 in NCI-H460 has 73
# compound 7 in A498 has 115
# compound 1 in A498 has 98
# compound 2 in RXF 393 has 77

# (continued)
nr | Compound | NCI-H460 | A498 | NCI/ADR-RES | NCI-H23 | RXF 393 | NCI-H226 | ACHN | CAKI-1 | NCI-H522
13 | S=C(NNC(=S)Nc1ccc(Cl)cc1)NNc1ccccc1 | 103&103 | 93&90 | 107&105 | 99&98 | 121&114 | 108 | 102&100 | 94&102 | 90&84
14 | COc1ccc(-c2cs/c(=N\N=C\c3ccc(F)cc3)n2C)cc1 | 85 | 78 | 83 | 72 | 109 | 81 | 91 | 78 | 71
15 | CCOC(=O)c1nn(-c2ccccc2)c(=O)c2c(N)c(C#N)c(-c3ccccc3)cc12 | 101 | 87 | 99 | 107 | 108 | 105 | 102 | 94 | 97
16 | CN(c1oc(-c2ccc(Cl)cc2)nc1C#N)S(=O)(=O)c1ccccc1 | 106 | 79 | 96 | 92 | 113 | 106 | 107 | 87 | 102
17 | COc1cccc(C(=O)Nc2cccc(C3CC(=O)c4c(cc(OC)c(OC)c4OC)O3)c2)c1 (stereo not given) | 96 | 70 | 88 | 96 | 90 | 81 | 91 | 101 | 69
18 | COc1ccc(-c2nnc(SCC(=O)NC3=NN=C(c4ccccc4)CS3)o2)cc1 | 101 | 86 | 104 | 103 | 117 | 94 | 100 | · | 93
19 | O=C(c1ccccc1)[C@H]1[C@@H]2CCCN2[C@]2(C(=O)Nc3ccc(F)cc32)[C@]12C(=O)Nc1ccccc12 | 94 | 90 | 97 | 93 | 82 | 79 | 89 | · | 73
20 | CN1c2ccccc2C(=O)NC1c1ccc([N+](=O)[O-])s1 (stereo not given) | 102 | 92 | 106 | 104 | 97 | 93 | 94 | 89 | 85
21 | O=C(Nc1ccc(S(=O)(=O)N2CCSCC2)cc1)C(Cl)Cl | 96 | 111 | 114 | 103 | 103 | 87 | 108 | 95 | 87
22 | COc1ccc(C(=O)c2cc(C)c(OC)c(C)c2)c(OC)c1NC(C)=O | 3.3* | · | 0.8* | 30 | 11 | 17 | 25 | 42 | 13
23 | Nc1cc(C(F)(F)F)ccc1-n1cnc2ccccc21 | 102 | 67 | 98 | 85 | 100 | 84 | 112 | 90 | 81
24 | COc1ccc(N=C2OC(=O)c3ccccc32)cc1 | 78 | 81 | 101 | 103 | 101 | 95 | 105 | 103 | 91

# (further entries)
nr | Compound | NCI-H460 | A498 | NCI/ADR-RES | NCI-H23 | RXF 393 | NCI-H226 | ACHN | CAKI-1 | NCI-H522
25 | C/C(Nc1ccc(Cl)c(Cl)c1)=C1\CCOC1=O | 93 | 93 | 87 | 93 | 92 | 90 | 80 | 58 | 58
26 | C=CCc1c(C)cc(C)c(C)c1O | 104 | 94 | 99 | 99 | 112 | 103 | 116 | 104 | 91
27 | COc1ccc(CN=C(N)N=C(N)N)cc1OC | 110 | 107 | 116 | 106 | 121 | 117 | 103 | 92 | 107
28 | Cn1c2ccccc2c2c3c(c4c5ccc(Br)cc5oc4c21)C(=O)NC3=O | 97 | 116 | 98 | 88 | 101 | 83 | 90 | 76 | 89
29 | OCCN1CCN(CC/C=C2\c3ccccc3Sc3ccc(Cl)cc32)CC1 | -25* | 61&45 | 77&58 | 83&51 | 23 | 110&88 | 71&59 | 54 | 13&38
30 | Cc1cc(N)ccc1-c1ccc(N)cc1C | 104 | 97 | 93 | 93 | 108 | 102 | 99 | 95 | 97
31 | O=C(COc1ccc(-c2nc3cc(Cl)c(Cl)cc3[nH]2)cc1)N=Nc1c(O)[nH]c2ccccc12 | -70* | -1.6* | 85 | 32 | -6.0* | -30* | 26 | 39 | 14
32 | CC1(C)C2CCC(CN=C(N)CSS(=O)(=O)O)C1C2 (stereo not given) | 95 | · | 101 | 96 | 130 | 130 | 109 | 112 | 52
33 | N/C(=N\c1nc2ccccc2s1)NC(=O)NCc1cccnc1 | 93 | 86 | 79 | 83 | 95 | 77 | 98 | 73 | 34
34 | CSc1nc2c(c(=O)[nH]1)C(c1ccc(F)cc1)C=C(C(=O)O)N2 (stereo not given) | 102 | 92 | 101 | 101 | 114 | 114 | 97 | 99 | 106
35 | O=C(CS(=O)(=O)c1ccccc1)c1cc2cc(Br)ccc2o1 | 100 | · | 98 | 98 | 113 | · | 99 | 86 | 93
36 | N#C/C(=C\c1ccc(-c2ccccc2F)o1)c1nc(-c2ccco2)cs1 | 95 | 67 | 106 | 85 | 109 | 81 | 90 | 57 | 82

# Given with values under each structure: entries from further up
# Each structure is followed by: NCI-H460, A498, NCI/ADR-RES, NCI-H23, RXF 393, NCI-H226, ACHN, CAKI-1, NCI-H522
(29) OCCN1CCN(CC/C=C2\c3ccccc3Sc3ccc(Cl)cc32)CC1
    -25*, 61&45, 77&58, 83&51, 23, 110&88, 71&59, 54, 13&38
(30) Cc1cc(N)ccc1-c1ccc(N)cc1C
    104, 97, 93, 93, 108, 102, 99, 95, 97
(31) O=C(COc1ccc(-c2nc3cc(Cl)c(Cl)cc3[nH]2)cc1)N=Nc1c(O)[nH]c2ccccc12
    -70*, -1.6*, 85, 32, -6.0*, -30*, 26, 39, 14
(32) CC1(C)C2CCC(CN=C(N)CSS(=O)(=O)O)C1C2 (stereo not given)
    95, ·, 101, 96, 130, 130, 109, 112, 52
(33) N/C(=N\c1nc2ccccc2s1)NC(=O)NCc1cccnc1
    93, 86, 79, 83, 95, 77, 98, 73, 34

# Carrying on.
nr | Compound | NCI-H460 | A498 | NCI/ADR-RES | NCI-H23 | RXF 393 | NCI-H226 | ACHN | CAKI-1 | NCI-H522
37 | COc1ccc(CCNC(=O)C(=O)[C@H](Cc2ccccc2)NC(=O)c2oc3cc(OC)c(OC)cc3c(=O)c2C)cc1 | 104 | 120 | 104 | 100 | 95 | 102 | 99 | 97 | 95
38 | C#Cc1nc2ccccc2c(=O)[nH]1 | 11 | -62* | -2.9* | 30 | · | -59* | -69* | -86* | -72*
39 | COc1ccc(C(=O)c2c(N)nc3n2CCCCC3)cc1OC | 104 | 91 | 104 | 104 | 106 | 105 | 103 | 98 | 93
40 | COc1ccc(C(=O)Oc2ccc(C=O)cc2OC)cc1 | 108 | 86 | 103 | 98 | 103 | 96 | 98 | 94 | 100
41 | ON=C1CCCCCCCC1 | 110&114 | 105&102 | 105&103 | 98&100 | 112&112 | 105 | 105&99 | 100&105 | 93&94
42 | COc1ccc(OC)c(C(O)P(=O)(c2ccccc2)c2ccccc2)c1 (stereo not given) | 116 | · | 107 | 103 | · | 104 | 108 | 106 | 87
43 | Cc1nc(NC(C)C(=O)O)c2ccccc2n1 (stereo not given) | 105 | 91 | 107 | · | 105 | 99 | 93 | 94 | ·
44 | CC(=O)OC[C@]12CC[C@@H](C)[C@H](C)[C@@H]1[C@]13O[C@H](C1=O)[C@@H]1[C@@]4(C)CCCNC(C)(C)[C@@H]4CC[C@@]1(C)[C@]3(C)CC2 | 86 | 111 | 84 | 85 | 88 | 89 | 68 | 72 | 72
45 | CCCCCCCOC(=O)NC1c2ccccc2Oc2ccccc21 | 107 | 95 | 94 | 89 | 97 | 88 | 94 | 88 | 72
46 | CCNCC(O)Cc1ccc(OCC)cc1 (stereo not given) | 107 | 89 | 110 | 106 | 109 | 91 | · | · | 66
47 | NS(=O)(=O)c1ccc(CCN2C(=O)c3ccc4c5c(ccc(c35)C2=O)C(=O)N(CCc2ccc(S(N)(=O)=O)cc2)C4=O)cc1 | 107 | 106 | 102 | 54 | 107 | 108 | 98 | 95 | 93
48 | N#Cc1c(-c2ccc([N+](=O)[O-])cc2)[nH]c(=S)n(N=O)c1=O | 102 | 105 | 110 | 105 | 101 | 98 | 108 | 66 | 90

# Other entries follow.
nr | Compound | NCI-H460 | A498 | NCI/ADR-RES | NCI-H23 | RXF 393 | NCI-H226 | ACHN | CAKI-1 | NCI-H522
49 | C/C(=N\NC(=O)c1ccncc1)c1ccc(O)cc1O | 48 | · | 29 | 70 | 79 | 63 | 28 | 19 | 35
50 | O=S(=O)(O)c1cccc2cccnc12 | 112 | 104 | 106 | 100 | 124 | 107 | 111 | 96 | 97
51 | Cc1c(-c2nnc(/C=C/c3ccccc3)o2)nnn1-c1ccc([N+](=O)[O-])cc1 | 104 | 118 | 99 | 106 | 117 | 101 | 92 | 98 | 91
52 | N#CC(C#N)=C(C#N)c1c[nH]c2ccccc12 | 93 | 101 | 96 | 87 | 88 | 78 | 73 | · | 57
53 | COc1cc(C2CC(c3c(C)[n+]([O-])c4ccccc4[n+]3[O-])=NN2)cc(OC)c1OC (stereo not given) | 112 | 98 | 101 | 100 | -20* | 100 | 103 | 106 | 104
54 | CC(O)COCC(C)OC(C)C (stereo not given) | 105 | 103 | 106 | 107 | 114 | 103 | 99 | 105 | ·
55 | N#CC12C(=N)n3c(cc(=O)[nH]c3=O)C1OC13CCCCC1C2(C#N)C(=N)O3 (stereo not given) | 108 | 111 | 103 | 103 | 119 | 110 | 112 | 107 | 75
56 | CCOC(=O)C1(C#N)Cc2ccccc2C1 | 111 | 111 | 113 | 106 | 106 | 98 | 112 | 97 | 116
57 | CC(C)(CNc1ccccc1)[N+](=O)[O-] | 108 | 105 | 104 | 101 | 89 | 107 | 109 | 102 | 103
58 | C[C@H](CS)C(=O)N1CCC[C@H]1C(=O)O | 109 | 104 | 103 | 106 | 103 | 113 | · | 98 | 105
59 | COc1cc2ncnc(Nc3ccc(S(=O)(=O)Nc4cc(C)on4)cc3)c2cc1OCCCN1CCN(c2ccc([N+](=O)[O-])cc2)CC1 | 110 | 110 | 106 | 103 | 115 | 107 | 109 | 93 | 95
60 | O=c1c2ccccc2nc(COc2ccccc2)n1/N=C/C=C/c1ccccc1 | 99 | 99 | 92 | 96 | 101 | 98 | 97 | 103 | 81

# Grouped by structure: those above containing a COOH group.
nr | Compound | NCI-H460 | A498 | NCI/ADR-RES | NCI-H23 | RXF 393 | NCI-H226 | ACHN | CAKI-1 | NCI-H522
34 | CSc1nc2c(c(=O)[nH]1)C(c1ccc(F)cc1)C=C(C(=O)O)N2 (stereo not given) | 102 | 92 | 101 | 101 | 114 | 114 | 97 | 99 | 106
43 | Cc1nc(NC(C)C(=O)O)c2ccccc2n1 (stereo not given) | 105 | 91 | 107 | · | 105 | 99 | 93 | 94 | ·
58 | C[C@H](CS)C(=O)N1CCC[C@H]1C(=O)O | 109 | 104 | 103 | 106 | 103 | 113 | · | 98 | 105

# Further records:
nr | Compound | NCI-H460 | A498 | NCI/ADR-RES | NCI-H23 | RXF 393 | NCI-H226 | ACHN | CAKI-1 | NCI-H522
61 | CCCCCC(C)NCC(O)Cc1ccccc1 (stereo not given) | 105 | 76 | 102 | 104 | 104 | 97 | · | · | 80
62 | C=CC(=O)Nc1cccc(-c2nc(SC)nc(NCCCC)c2C#N)c1 | 95 | 37 | 79 | 91 | 54 | 72 | 81 | 59 | 50
63 | O=C(CCc1nnc2n1N=C(c1ccccc1)CS2)c1nc2ccccc2[nH]1 | 101 | 110 | 100 | 96 | 79 | 105 | 89 | 85 | 100
64 | CC1(C)CN(Cc2ccccc2)CCN1Cc1ccccc1 | 106 | 86 | 105 | 104 | · | 95 | 109 | 102 | 92
65 | CCCc1cc(=O)oc2c3c(c4c(c12)OC(C)(C)CC4)OC(C)[C@H](C)[C@@H]3O (stereo not given in full) | 86 | 63 | 82 | 81 | 78 | 81 | 66 | 104 | 58

# Source: PubChem BioAssay
